# SUMO1 PPI mod: modulators of SUMO1 protein-protein interactions, primary screen, biochemical, uHTS | SUMO1 binding to a labelled peptide, TR-FRET, 1 h | AID 602429, 2012 | inhibition, % at 20 µM | actives 0.33% (n = 360,000); in the data active = inhibition above about 37%
# Target sequence (P63165 whole entry, looked up): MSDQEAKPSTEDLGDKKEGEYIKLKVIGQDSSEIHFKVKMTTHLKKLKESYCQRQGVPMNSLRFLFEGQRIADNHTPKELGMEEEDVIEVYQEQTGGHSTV
# STEP block: STEP phosphatase inhibitors, primary screen, biochemical, fluorescence intensity, uHTS; Tyrosine-protein phosphatase non-receptor type 5 (Homo sapiens), P54829; recombinant STEP, OMFP fluorogenic substrate; inhibition, % at 20 µM; actives 0.25% (n = 360,000); AID 588621, 2011;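 active = inhibition at 20 µM, scaled per plate between control wells, above about 37%, limit read from the data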;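 also: 0% = DMSO with enzyme and substrate and 100% = substrate only without enzyme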
#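 Also added – OMFP at 25 µM · Test system – STEP tyrosine phosphatase · Technique – FITC-channel fluorescence of OMFP product · Schedule – 20 min at room temperature, dark · Evaluation – control-normalized % inhibition with plate pattern correction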
# DNMT1 inh: human DNMT1 methyltransferase inhibitors, primary screen, biochemical, molecular beacon, fluorescence, HinP1I cleavage, uHTS. DNA (cytosine-5)-methyltransferase 1 (Homo sapiens), P26358. inhibition (reported as % activation of signal), % at 10 µM. actives 0.83% (n = 360,000); in the data active = inhibition above about 50%
# Tb MetRS inh: T. brucei MetRS inhibitors, primary screen, biochemical, luminescence; actives 0.4% (n = 360,000); methionyl-tRNA synthetase (Trypanosoma brucei brucei); purified T. brucei MetRS, ATP depletion, Kinase-Glo luminescence; inhibition, % at 11.9 µM;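 active = inhibition above a per-plate cutoff of the control wells' mean inhibition plus 3 SD, cut at about 5.5% in these data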;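 also: 0% = DMSO wells median and 100% = median of wells with control inhibitor compound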
#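 Test system – parasite MetRS enzyme · Reagent – substrates ATP, L-methionine and bulk Escherichia coli tRNA · Doses – 11.9 µM compound single dose, 0.9% DMSO · Times – 15 min enzyme-compound preincubation, 2 h reaction, 10 min detection, 25 °C · Signal – Kinase-Glo luminescence, ATP depletion format · Controls – DMSO-only wells as low control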
# MsrA inhibitor: bovine MsrA enzyme inhibitors, primary screen, biochemical, absorbance, HTS; Methionine sulfoxide reductase A (Bos taurus); purified bovine MsrA, absorbance read-out; inhibition, % at 15.5 µM; actives 0.75% (n = 360,000); AID 651718, 2012; in the data active = inhibition above about 4.5%;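 also: 0% = vehicle wells with enzyme and 100% = reference inhibitor wells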
# eLon inh: inhibitors of E. coli Lon protease, primary screen, biochemical, fluorescence polarization | actives 0.42% (n = 360,000) | inhibition, % at 7.94 µM | purified E. coli Lon protease | AID 602123, 2011; in the data active = inhibition above about 13%, passing the limit was not always enough;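 also: 0% = enzyme with probe and DMSO and 100% = no enzyme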
# Target sequence (P0A9M0 whole entry, looked up): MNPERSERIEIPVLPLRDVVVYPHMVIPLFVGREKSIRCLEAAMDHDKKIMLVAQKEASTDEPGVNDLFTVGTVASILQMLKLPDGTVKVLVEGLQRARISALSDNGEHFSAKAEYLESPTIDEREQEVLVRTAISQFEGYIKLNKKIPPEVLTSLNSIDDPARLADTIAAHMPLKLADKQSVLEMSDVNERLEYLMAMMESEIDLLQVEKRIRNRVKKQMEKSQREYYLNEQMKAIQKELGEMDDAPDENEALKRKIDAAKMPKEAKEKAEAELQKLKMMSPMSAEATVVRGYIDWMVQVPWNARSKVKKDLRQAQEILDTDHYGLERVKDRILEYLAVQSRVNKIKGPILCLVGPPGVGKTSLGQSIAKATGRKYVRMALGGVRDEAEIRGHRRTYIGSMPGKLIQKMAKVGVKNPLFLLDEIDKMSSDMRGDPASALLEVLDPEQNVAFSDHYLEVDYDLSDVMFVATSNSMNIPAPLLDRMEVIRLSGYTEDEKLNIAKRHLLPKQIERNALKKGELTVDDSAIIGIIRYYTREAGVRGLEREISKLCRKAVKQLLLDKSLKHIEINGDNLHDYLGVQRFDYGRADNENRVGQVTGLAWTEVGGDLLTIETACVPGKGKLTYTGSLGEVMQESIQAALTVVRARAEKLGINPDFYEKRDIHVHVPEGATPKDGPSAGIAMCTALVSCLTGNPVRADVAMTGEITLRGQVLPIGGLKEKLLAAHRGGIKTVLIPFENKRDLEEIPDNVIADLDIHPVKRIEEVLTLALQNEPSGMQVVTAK
# LMPTP block: LMPTP phosphatase inhibitors, primary screen, biochemical, fluorescence intensity, uHTS; Low molecular weight phosphotyrosine protein phosphatase (Homo sapiens), P24666; recombinant LMPTP-A, OMFP fluorogenic substrate; AID 651560, 2012; inhibition, % at 20 µM; actives 0.22% (n = 360,000);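 active = compounds that cut the enzyme signal by at least half of the control window in the single-dose screen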;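 also: plate controls were DMSO wells with enzyme plus substrate for no effect and substrate without enzyme for full effect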
#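 Material: LMPTP-A; amount: 0.625 nM enzyme; doses: single 20 µM dose; times: reaction 50 min, room temperature, dark; technique: fluorescence intensity of OMFP turnover product; benchmarks: no-enzyme and uninhibited controls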
# MsrA act: bovine MsrA enzyme activators, primary screen, biochemical, absorbance, HTS; Methionine sulfoxide reductase A (Bos taurus); purified bovine MsrA, absorbance read-out; activation, % at 10.6 µM; actives 0.3% (n = 360,000); in the data active = activation above about 7.5%;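 also: 0% = vehicle and 100% = reference activator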
# CendR NRP1 mod: modulators of CendR peptide binding to NRP-1, primary screen, biochemical, fluorescence polarization, uHTS. Neuropilin-1 (Homo sapiens), O14786. FAM-RPARPAR peptide binding to NRP-1. inhibition, % at 25 µM. actives 0.85% (n = 360,000);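 active = inhibition or corrected inhibition above about 18%, plus a signal ratio from 0.5 to 1.5, limit read from the data, passing the limit was not always enough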; also: strong numbers were not always called active
# Scp-1 inhibitor: Scp-1 phosphatase inhibitors, primary screen, biochemical, colorimetric, uHTS. Recombinant Scp1, phosphopeptide, malachite green phosphate absorbance. actives 0.88% (n = 340,000). AID 493091, 2011. inhibition, % at 20 µM;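 active = inhibition above about 50% at 20 µM, limit read from the data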;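 also: plate controls were DMSO wells with enzyme for no effect and wells lacking enzyme for full effect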
# Target sequence (Q9GZU7 76-261 limits assumed): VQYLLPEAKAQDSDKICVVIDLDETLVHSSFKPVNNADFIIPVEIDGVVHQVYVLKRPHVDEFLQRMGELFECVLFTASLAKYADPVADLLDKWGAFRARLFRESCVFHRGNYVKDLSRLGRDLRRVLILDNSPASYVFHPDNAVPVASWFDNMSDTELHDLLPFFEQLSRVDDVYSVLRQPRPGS
#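 Times: enzyme reaction 45 min at room temperature, colour 5 min, stabilisation 30 min. Material: SCP-1 catalytic fragment, aa 76-261. Medium: Acidic Tris acetate buffer with magnesium and detergent. Signal: colorimetric free-phosphate detection, absorbance 630 nm. Read-out basis: % inhibition of SCP-1 phosphate liberation. Reagent: Phosphorylated 17-residue peptide substrate.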
# * hit, by the source's call; nt = no result given.
SMILES,SUMO1 PPI mod,STEP block,DNMT1 inh,Tb MetRS inh,MsrA inhibitor,eLon inh,LMPTP block,MsrA act,CendR NRP1 mod,Scp-1 inhibitor
O=C(Nc1ccncc1)c1ccc(Cl)c(S(=O)(=O)N2CCCC2)c1,4,0,3,-0.4,1.8,-5,-0.6,-7,3,22
CCN(CC)CCOC(=O)c1cc(Cl)c(N)cc1OC,0,-2,2,0.5,2.1,-6,-0.7,-1,1,-6
C=CCNC(=S)Nc1ccc2nsnc2c1,-21,-2,-3,-1.1,1.3,9,-2.5,-11,7,-8
Cc1cc(OCC(=O)NCCc2c[nH]c3ccccc23)c2c(C)cc(=O)oc2c1,1,5,-1,-1.6,0.8,-8,0.0,-5,1,4
CCCCCCCCCCn1cc(C(C)=O)c(=O)[nH]c1=O,-3,0,0,0.0,0.3,-4,0.5,-3,-6,-6
COc1ccc(CN2CCC(C(=O)N(C)CCc3ccc(OC)c(OC)c3)CC2)c(OC)c1,-3,-2,0,-1.2,0.7,-6,-0.7,-8,6,-13
CNc1c([N+](=O)[O-])cnn1-c1ccccc1Cl,-11,5,-1,-0.3,1.1,-15,-1.2,-5,-5,-7
Fc1cccc(C2NC(=S)NC3=C2N2CCC3CC2)c1 (stereo unspecified),-3,-1,-3,-1.0,0.0,3,0.2,-10,9,3
O=C(NNC(=O)c1cccc(S(=O)(=O)N2CCN(c3ccccc3)CC2)c1)c1ccc(Cl)cc1,0,10,7,-0.7,1.3,7,1.0,-3,-10,-12
COC(=O)C1(C(=O)OC)c2ncccc2N(S(=O)(=O)c2ccc(C)cc2)C1CC(=O)c1ccccc1 (stereo unspecified),1,nt,nt,-0.1,0.4,nt,1.0,nt,15,nt
CCCOc1ccccc1C(=O)NCCCC(=O)O,-2,-2,-2,-1.8,0.9,4,-1.0,-9,2,-2
COc1ccc(OC)c2c(N3CC(C)OC(C)C3)cc(C(F)(F)F)nc12 (stereo unspecified),-4,2,-5,-0.2,1.4,8,0.5,-3,9,0
Cc1cc(NC(=O)COC(=O)C2CCCN2C(=O)c2cccs2)no1 (stereo unspecified),-4,-4,1,0.1,2.3,3,-0.4,-1,3,-6
Cc1cc(C(=O)N/N=C/c2cccnc2)c2ccccc2n1,-9,-4,0,-0.6,2.2,-4,0.1,-3,-1,-10
Cc1cc(C)c2c(c1)/C(=c1/sc3n(c1=O)CN(c1ccccc1)CN=3)C(=O)N2,-10,3,46,-0.3,-1.1,6,0.0,-4,-10,-4
CC1CN(Cc2ccco2)C(=S)NC1=O (stereo unspecified),4,-1,1,-0.1,0.5,-5,0.4,-5,0,-7
Cc1ccc(C(=O)NC2(C(Cl)Cl)N=C(c3ccccc3)N=C2N)cc1 (stereo unspecified),2,-3,2,-1.2,0.6,10,-0.7,-11,1,10
Nn1c(SCC(=O)N2CCCc3ccccc32)nncc1=O,-8,1,-1,-0.5,1.9,-4,-1.2,-4,0,-7
Cc1ccccc1NS(=O)(=O)c1ccc(C(=O)N2CCCCCC2)cc1,2,-1,3,-0.1,-0.7,0,-2.3,-13,-9,5
O=C(CCN1C(=O)/C(=C\c2ccccc2)SC1=S)NNC(=O)c1ccccc1O,0,-1,7,-0.1,1.3,1,1.3,-2,-3,-4
COc1cc(C(=O)Nc2ccc3nc(N4CCN(C)CC4)cc(C)c3c2)cc(OC)c1OC,4,1,-4,-1.2,1.8,2,-1.6,-9,2,0
CC(C)C(NC(=O)C(C)N1C(=O)c2ccccc2C1=O)c1ccccc1 (stereo unspecified),1,-4,0,-1.0,-1.1,11,-1.8,-5,4,14
CCOc1ccccc1/C=C/c1nc2ccccc2[nH]c1=O,-10,1,81*,-0.5,1.5,23,1.8,0,6,-7
O=C(NCc1ccc2c(c1)OCO2)c1cc2c(s1)CS(=O)(=O)C2,1,5,-4,0.4,-0.9,0,-0.1,-2,3,-3
Cc1ccc(C(=O)NCCCN2CCN(CCCNC(=O)c3ccc(C)cc3)CC2)cc1,-9,-1,-1,-0.1,1.7,-9,-1.8,-2,-11,-14

# Additional compounds:
SMILES,SUMO1 PPI mod,STEP block,DNMT1 inh,Tb MetRS inh,MsrA inhibitor,eLon inh,LMPTP block,MsrA act,CendR NRP1 mod,Scp-1 inhibitor
CSc1ccc(S(=O)(=O)NC(C)c2ccccc2)cc1 (stereo unspecified),0,-2,1,-0.7,0.7,-7,0.3,-2,-10,-2
Cc1cc(NC(=O)c2ccc(Cn3nc(C)c(Br)c3C)o2)no1,5,0,2,-0.8,-0.1,2,-0.8,0,6,5
COC(=O)NC1CC2C=CC1C1C=CC21 (stereo unspecified),1,-2,9,0.5,-0.5,-8,-0.4,-3,-1,nt
O=C(O)CCCNC(=O)Cc1ccccc1,-5,-1,1,0.1,-0.8,-1,-0.9,-1,6,-12
O=C(c1ccccc1)c1ccc(N2CCOCC2)c(F)c1,-2,-5,-3,-0.7,1.8,3,-0.4,2,7,-1
CCOc1ccc(Br)cc1S(=O)(=O)Nc1ccc(Cl)c(S(=O)(=O)N(CC)c2ccccc2)c1,0,-3,-14,0.5,1.0,1,4.8,-3,5,-21
Cc1ccc(Nc2ccc(N3CCN(c4ccc([N+](=O)[O-])cc4)CC3)nn2)cc1,2,-2,11,0.0,1.9,-1,-2.2,-5,-2,9
CC1(C(=O)Nc2cnc3ccccc3c2)CCN1Cc1ccc2c(c1)OCCO2 (stereo unspecified),-3,1,1,-0.2,-0.2,-4,0.4,1,-3,nt
O=S(=O)(c1ccccc1F)N1CCN(Cc2nc3ccccc3[nH]2)CC1,1,4,-5,1.7,-1.1,-15,-1.9,-4,8,-3
O=C(O)c1ccc(/C=N/N2CCN(c3ccccc3)CC2)cc1,-6,0,0,-2.2,0.9,-19,-2.1,-8,-3,1
O=C(Cc1ccc(NC(=O)C2CCN(C(=O)c3ccccc3)CC2)cc1)Nc1cccc(C(=O)N2CCCC2)c1,3,-1,-4,-1.1,-0.2,5,-1.4,0,0,-8
C=CCc1ccc2oc(C(=O)OCC)cc(=O)c2c1O,-21,0,4,-0.4,-1.1,-6,-0.7,-2,6,-9
CCOC(=O)Nc1cc(OCC)c(NC(=O)C2CC2)cc1OCC,0,-3,0,-0.6,-0.4,-2,-1.1,-4,-6,0
COc1ccc(-c2nonc2NC(=O)c2oc3ccc(F)cc3c2C)cc1OC,-5,-2,-2,-0.1,0.3,-5,2.2,-2,30*,-6
CC(C)(C)OC(=O)Nc1ccccc1-n1nnnc1C(C(=O)c1ccc(F)cc1)N1CCN(c2ccccn2)CC1 (stereo unspecified),-10,nt,nt,0.2,-0.3,nt,-1.3,nt,-14,nt
CCc1nnc(SCC(=O)Nc2ccc(F)cc2)o1,-4,1,0,-0.1,-0.3,6,-0.6,-1,-6,-5
Cc1nc2cc(N=NC3=C(O)CCCC3=O)ccc2s1,-14,1,-10,0.2,1.7,3,1.9,-5,10,-3
NC(=O)[C@@H]1CC2(CC(c3cccc(NC(=O)[C@@H]4CCC(=O)N4)c3)=NO2)CN1C(=O)Cc1ccc([N+](=O)[O-])cc1 (stereo partly specified),-26,3,-1,-0.4,-0.2,4,-1.3,-3,20,2
COc1ccc(C)cc1S(=O)(=O)Nc1ccc2c(c1)OCO2,0,0,-6,-0.4,-0.6,0,0.5,-1,4,-7
COc1ccc(-c2nc(NCCN(C)C)nc3ccsc23)c(C)c1,-20,2,-6,0.0,2.4,7,2.4,-3,7,nt
Cc1nc(CS(=O)(=O)c2ccccc2)cc(N2CCOCC2)n1,1,4,3,-1.0,-0.2,6,0.3,0,7,-9
C#CC(CC)(CC)NC(=O)c1ccc(Br)s1,3,-1,0,-0.2,-0.7,-2,-0.3,1,-1,-8
C/C(Nc1cccc(F)c1)=C(/C#N)C(N)=O,1,-2,1,-0.2,0.7,-1,-1.0,3,0,0
O=C(c1ccccc1)N1CCN(C2CC3CCC2C3)CC1 (stereo unspecified),0,0,3,0.2,1.0,-9,-1.8,-3,-1,-7
O=C(COC(=O)CCCOc1ccc(Cl)cc1Cl)Nc1cccc(Cl)c1,2,-1,-14,31*,1.2,5,6.2,-4,-1,-12

# Grouped by structure, the entries above with a COOH group
SMILES,SUMO1 PPI mod,STEP block,DNMT1 inh,Tb MetRS inh,MsrA inhibitor,eLon inh,LMPTP block,MsrA act,CendR NRP1 mod,Scp-1 inhibitor
CCCOc1ccccc1C(=O)NCCCC(=O)O,-2,-2,-2,-1.8,0.9,4,-1.0,-9,2,-2
O=C(O)CCCNC(=O)Cc1ccccc1,-5,-1,1,0.1,-0.8,-1,-0.9,-1,6,-12
O=C(O)c1ccc(/C=N/N2CCN(c3ccccc3)CC2)cc1,-6,0,0,-2.2,0.9,-19,-2.1,-8,-3,1

# The results go on:
SMILES,SUMO1 PPI mod,STEP block,DNMT1 inh,Tb MetRS inh,MsrA inhibitor,eLon inh,LMPTP block,MsrA act,CendR NRP1 mod,Scp-1 inhibitor
O=CC(O)C1OC(=O)C(O)C1O (stereo unspecified),11,10,90*,-2.4,-1.0,-6,6.5,-7,-5,64*
CC(Sc1nc(NC(C)(C)C)nc(N(C)C)n1)C(=O)Nc1ccccc1 (stereo unspecified),2,-3,2,-0.5,-0.3,-3,1.9,0,1,-7
COc1ccc2cc(-c3[nH]ncc3CN3C[C@@H]4CCC[C@H]3C4)ccc2c1,-6,-1,7,-1.7,0.4,-3,1.1,-12,-8,10
CCN(C(=O)COC(=O)CNC(=O)C1CCCCC1)c1ccccc1,-2,-1,-3,-0.3,-0.9,7,-1.3,-5,-14,-4
O=C(NCC(c1cccs1)N1CCOCC1)c1cc(S(=O)(=O)N2CCOCC2)c(Cl)cc1Cl (stereo unspecified),0,0,0,-0.2,2.0,-5,-0.4,-3,-1,-8
Cc1cc(C)c(O)c(C2(O)C(=O)c3ccccc3C2=O)c1,-1,-1,-1,0.0,1.1,7,0.1,-3,-4,-3

# Reprinted at random: 2 compounds from above.
SMILES,SUMO1 PPI mod,STEP block,DNMT1 inh,Tb MetRS inh,MsrA inhibitor,eLon inh,LMPTP block,MsrA act,CendR NRP1 mod,Scp-1 inhibitor
COc1ccc2cc(-c3[nH]ncc3CN3C[C@@H]4CCC[C@H]3C4)ccc2c1,-6,-1,7,-1.7,0.4,-3,1.1,-12,-8,10
CCN(C(=O)COC(=O)CNC(=O)C1CCCCC1)c1ccccc1,-2,-1,-3,-0.3,-0.9,7,-1.3,-5,-14,-4
